CAL PDZ FP-1 – CAL PDZ peptide-binding inhibitors, primary screen, biochemical, fluorescence polarization, Cer-tagged CAL PDZ, HTS. Golgi-associated PDZ and coiled-coil motif-containing protein (Homo sapiens), Q9HD26. purified CAL PDZ, TMR-peptide fluorescence polarization, 1 h. inhibition, % at 20 µM. 330,000 tested, 0.02% active. AID 504414, 2011;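 active = highest replicate inhibition of at least 40%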;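 note: plate controls were DMSO neutral control wells for no effect and unlabeled competitor peptide control wells for full effect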
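Material: tagged CAL PDZ domain; buffer or medium: 25 mM sodium phosphate pH 7.4, 150 mM NaCl, TCEP, IgG, Thesit; compound dosing: single point, 20 µM; schedule: 1 h incubation at room temperature before polarization reading; measured by: FP readout, S and P plane fluorescence; read-out basis: percent inhibition from loss of millipolarization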
CAL PDZ FP-2 – untagged CAL PDZ binding inhibitors, primary screen, biochemical, fluorescence polarization, HTS. inhibition, % at 24.9 µM. 300,000 tested, 0.92% active. AID 602252, 2012. purified CAL PDZ, TMR-peptide fluorescence polarization, 1 h;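 active = mean inhibition of at least 30% with at least half of replicates also reaching 30%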;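 note: 0% = DMSO neutral control and 100% = excess unlabeled competitor peptide PRC23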
Wnt act – Wnt/beta-catenin pathway activators, primary screen, cell-based, plate reader, single point. Wnt/beta-catenin reporter cell assay, activator. activation, % at 9.35 µM. 300,000 tested, 1.2% active; in the data active = activation above about 30%, passing the limit was not always enough;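 note: 0% = neutral control wells and 100% = positive control wells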
cardiac RTF act – cardiac RTF calcium sensitivity activators, primary screen, biochemical, IANBD-TnC fluorescence, EC20 calcium | IANBD-labeled TnC RTF fluorescence at EC20 calcium; 0% EC20 calcium, 100% full calcium | 340,000 tested, 0.24% active | activation, % at 7.2 µM | AID 493008, 2010;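 active = activation above the mean over all tested compounds plus 3 SD, cut at about 30% in these data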;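 note: rise in fluorescence read as greater calcium sensitivity of cardiac thin filaments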
CDK5 inh – inhibitors of human CDK5/p35 kinase, primary screen, biochemical, single concentration | Cyclin-dependent kinase 5 (Homo sapiens) + Cyclin-dependent kinase 5 activator 1 (Homo … | Recombinant CDK5/p35, ADP-Glo luminescence, 60 min | inhibition, % at 10 µM | 330,000 tested, 0.01% active | AID 488839, 2010;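 active = highest replicate inhibition of at least 50% and at least 75% of replicates reaching 50%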;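 note: plate controls were DMSO neutral control for no effect and GW8510 at 10 µM for full effect; many of its hits are not listed in these tables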
Target sequence (Q00535 whole entry, looked up): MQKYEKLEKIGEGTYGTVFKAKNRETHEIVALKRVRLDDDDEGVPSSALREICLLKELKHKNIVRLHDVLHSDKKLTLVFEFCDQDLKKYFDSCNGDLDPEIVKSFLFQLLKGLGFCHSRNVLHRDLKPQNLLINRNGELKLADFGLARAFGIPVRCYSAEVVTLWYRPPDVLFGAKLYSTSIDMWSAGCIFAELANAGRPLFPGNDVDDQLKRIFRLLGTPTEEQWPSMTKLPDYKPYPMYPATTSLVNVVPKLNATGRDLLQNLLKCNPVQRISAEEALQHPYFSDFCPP
Target sequence (Q15078 whole entry, looked up): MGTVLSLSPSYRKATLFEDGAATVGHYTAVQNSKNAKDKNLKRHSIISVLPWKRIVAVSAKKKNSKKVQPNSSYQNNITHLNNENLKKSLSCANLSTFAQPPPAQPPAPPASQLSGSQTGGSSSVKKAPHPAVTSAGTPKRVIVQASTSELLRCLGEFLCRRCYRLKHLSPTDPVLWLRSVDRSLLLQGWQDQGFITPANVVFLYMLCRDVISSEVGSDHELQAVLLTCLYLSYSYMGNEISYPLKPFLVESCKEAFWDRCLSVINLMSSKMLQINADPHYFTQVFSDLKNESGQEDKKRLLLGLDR
MITF TRPM1 HTS – activators of MITF-driven TRPM1 promoter reporter, primary screen, cell-based, SK-MEL-5, luciferase, single point; SK-MEL-5 TRPM1-promoter luciferase, 24 h; % of positive control, neutral wells = 0; activation, % at 12.5 µM; 300,000 tested, 0.75% active;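 active = mean activation of at least 80% with every replicate also reaching 80%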;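 note: 0% = neutral control wells and 100% = parthenolide positive control wells; values of inactives mirror those of a sister screen read the other way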
V-ATPase pHluor – regulators of yeast V-ATPase proton pumping, primary screen, pHLuorin cytosolic pH fluorescence; S. cerevisiae; response, % at 10 µM; 350,000 tested, 0.37% active; in the data active = response mostly above about 7.3%, no sharp cut-off; inactive = mostly below about 5.4%; note: actives read high; inactives centre near 0; some compounds called inactive have numbers as strong as hits; reference of the scale not given here
Rtt109 Vps75 – inhibitors of C. albicans Rtt109/Vps75 HAT, primary screen, biochemical, ThioGlo CoA-SH fluorescence, plate reader; purified Rtt109/Vps75, 4 h; 330,000 tested, 0.16% active; inhibition, % at 34.9 µM; Histone acetyltransferase RTT109 (Candida albicans (strain SC5314 / ATCC MYA-2876)), …;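 active = inhibition of at least 50% in every replicate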
dFosB activator – activators of delta FosB homodimer, primary screen, biochemical, fluorescence polarization, TAMRA-CDK5 oligo, single point. purified delta FosB; percent of positive-control signal above neutral wells. activation, % at 25 µM. 340,000 tested, 0.99% active. AID 493131, 2011;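 active = mean activation above about 17%, with every replicate also reaching it, limit read from the data, passing the limit was not always enough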;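 note: fluorescence polarization rise as delta FosB binds a TAMRA Cdk5 AP-1 oligo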
Target sequence (P13346 whole entry, looked up): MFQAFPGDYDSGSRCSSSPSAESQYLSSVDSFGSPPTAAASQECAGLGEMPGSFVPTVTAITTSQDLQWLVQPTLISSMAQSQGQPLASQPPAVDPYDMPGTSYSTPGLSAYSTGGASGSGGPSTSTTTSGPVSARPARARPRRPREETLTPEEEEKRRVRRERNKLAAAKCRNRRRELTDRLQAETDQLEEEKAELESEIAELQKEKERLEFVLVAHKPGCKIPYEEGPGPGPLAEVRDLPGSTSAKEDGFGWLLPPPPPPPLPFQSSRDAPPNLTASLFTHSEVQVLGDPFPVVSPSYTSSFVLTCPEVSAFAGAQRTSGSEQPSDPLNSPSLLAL
Tat export inh – E. coli Tat export inhibitors, primary screen, MC4100, TorA-mCherry reporter, fluorescence, single point | inhibition, % at 10 µM | 340,000 tested, 0.036% active | AID 488895, 2010;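 active = mean replicate inhibition at least 50% and at least half of replicates individually reaching 50%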;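 note: exported cargo escapes ClpAP degradation while cytoplasmic cargo is degraded and loses fluorescence; 0% = median of neutral control wells and 100% = median of NaSCN control wells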
* = called active by the depositor; x = not tested or not shown.

no.	compound	cardiac RTF act	MITF TRPM1 HTS	Rtt109 Vps75	V-ATPase pHluor	Tat export inh	CAL PDZ FP-1	CDK5 inh	dFosB activator	CAL PDZ FP-2	Wnt act
1	COc1ccc(-c2cc(C(=O)N3CCN(c4ccccn4)CC3)c3ccccc3n2)cc1	9	27	5	1	10	-1.4	-1.4	-6	-4	x
2	CCOc1cc(N2CCOCC2)c(OCC)cc1NC(=S)NCCCOC	2	1	5	-3	-13	-0.8	-3.9	-9	-2	1
3	CCOC(=O)[C@H]1[C@H]2COc3ccc(Br)cc3[C@@H]2N2C(=O)c3cc(Br)ccc3NC(=O)[C@@]12C	-2	-2	4	0	-7	-0.8	4.0	-5	-2	-4
4	CCc1ccc(C(=O)COC(=O)c2cc([N+](=O)[O-])ccc2NCCO)cc1	3	7	2	10	13	-0.5	3.5	-7	-2	x
5	CCN(C(=O)c1cccc(Br)c1)c1ccccc1	1	-5	3	5	3	0.1	0.0	3	-3	-4
6	C=CC[C@@H](CC(=O)NCCO)C(=O)N[C@@H](COC(=O)[C@@H](CC=C)CC(=O)OC(C)(C)C)Cc1c[nH]c2ccccc12	-2	-12	2	-1	-1	0.4	-0.4	-3	-2	0
7	O=C(NC1CCCCC1)C(c1cccnc1)N(C(=O)c1ccc(Cl)nc1)C1CCCCC1 (stereo not given)	-1	4	4	-3	-3	-1.7	-3.8	2	-4	-1
8	CCOc1ccc(NS(=O)(=O)c2cc(NC(=O)CCS(=O)(=O)c3ccc(C)cc3)ccc2OC)cc1	-1	3	8	0	-5	-0.7	-0.9	-3	-2	x
9	CC1(C)Cc2ccccc2-c2nnc(C(F)(F)F)n21	6	-6	-2	-2	3	-2.9	0.0	5	-1	x
10	COc1ccccc1NC(=O)C1CCN(S(=O)(=O)c2cccc3nonc23)CC1	7	0	-5	-1	-1	-1.1	-6.9	-8	11	2
11	COc1ccccc1C(=O)Nc1ccccc1C(=O)N1CCCC1	1	-13	9	-3	0	0.7	-0.6	4	-4	-2
12	COc1ccc(CN2CCN(C(=O)C3CCN(S(=O)(=O)c4cccs4)CC3)CC2)c(OC)c1OC	-2	-11	-4	-2	0	-0.4	1.2	2	-1	-1
13	CC(=O)Nc1ccc(Nc2nnc(-c3ccc(C)c(S(N)(=O)=O)c3)c3ccccc23)cc1	-5	2	5	1	-10	1.2	1.4	-17	1	0
14	COC(=O)c1cc(NC2c3ccccc3C(=O)N2CCN2CCOCC2)cc(C(=O)OC)c1 (stereo not given)	-6	x	0	-3	-5	-0.9	0.5	-6	x	0
15	COc1ccc(C)cc1NC(=O)CSc1nc2ccccc2nc1N1CCCC1	-5	-16	-10	1	3	-0.4	0.6	-8	x	-1
16	CCC1(c2ccc(OC)cc2)NC(=O)N(CC(=O)N2CCc3ccccc32)C1=O (stereo not given)	-2	5	-13	-2	-1	0.1	-1.1	-2	x	1
17	CC1CC(C)CN(S(=O)(=O)c2ccc3c(c2)oc(=O)n3CC(=O)N(C)Cc2ccccc2)C1 (stereo not given)	1	-9	-5	3	1	-0.8	-0.6	47*	x	-5
18	COc1ccc2nc3ccccc3nc2c1NC(=O)c1ccc(Br)cc1	26	0	2	-58	-1	-0.7	-4.0	-1	-1	-3
19	Fc1ccc(/C=N/Nc2nc(-c3cccnc3)nc3ccccc23)cc1	-5	x	2	2	1	-1.2	1.5	1	-5	16
20	C#CCOCCOCCOCCNc1nc(N2CCN(C(=O)Cn3cc(CCCCN)nn3)CC2)nc(N2CCN(C(=O)Cn3cc(CCCCN)nn3)CC2)n1	3	9	2	1	-2	2.0	3.5	-2	3	6
21	CC(C)C(C)NC(=O)CSc1nnc(-c2c[nH]c3ccccc23)o1 (stereo not given)	1	4	0	-3	4	-3.5	-0.3	-12	0	-2
22	COc1ccc(C(=O)Cn2cnc3ccc(Cl)cc3c2=O)cc1F	-2	12	1	0	1	-0.2	-0.4	26*	-2	0
23	C=CCn1c(COc2ccc(Cl)cc2)nnc1SCC(=O)N/N=C/c1cccc(O)c1	-3	7	-1	4	-7	0.0	-0.4	16	-5	x
24	Clc1ccc(-c2c[nH]c3ccccc23)nn1	2	1	2	-1	-8	0.5	1.4	0	4	-12
25	COCCCNS(=O)(=O)c1cccc(S(=O)(=O)c2cccc(S(=O)(=O)NCCCOC)c2)c1	-4	-16	-8	3	5	-1.6	0.6	-5	-4	-2
26	O=C(OCCN1C(=O)c2ccccc2C1=O)c1ccc(S(=O)(=O)N2CCCCCC2)cc1	-5	-10	-2	-2	-2	1.5	0.3	-4	-3	x
27	CCOC(=O)COc1ccc2nsnc2c1Cl	-1	-1	5	3	-3	-0.3	0.0	-1	0	x
28	COc1ccc(N2CCN(C(=O)COC(=O)COc3cccc(C(F)(F)F)c3)CC2)cc1	-6	8	-5	-1	1	-1.3	-1.3	-6	7	-4
29	CCOC(=O)c1ccc(NC(=O)CCc2nc(-c3ccc(C)cc3)no2)cc1	-2	x	-7	-5	5	-2.8	-2.1	-16	0	-2
30	COc1ccc(NC(=O)C2Cc3ccccc3C(=O)O2)cc1 (stereo not given)	-3	25	6	5	-2	-0.9	-0.3	2	x	13
31	CCC(=O)Nc1ccc(N/C(N)=N/c2nc(C)cc(C)n2)cc1	0	-6	-4	-2	-3	-0.3	1.1	3	x	-1
32	CCOc1ccc(-n2c(C)c(C(=O)OC)c3cc(O)ccc32)cc1	-1	4	-6	1	-5	0.1	2.9	-3	-6	-2
33	O=C(COC(=O)CCC(=O)c1cccs1)NCc1ccco1	1	-4	5	-2	-1	-0.8	-2.4	-1	-3	x
34	Cn1nnnc1SCc1cc(=O)n2ccsc2n1	3	3	x	-1	4	-2.0	2.3	0	-2	x
35	Cc1ccc(CN2CCN(/N=C/c3ccco3)CC2)c(C)c1	2	11	5	-2	3	-0.6	0.3	-10	0	x
36	COc1ccc(C(=O)NCCNC(=O)c2cnccn2)cc1OC	-1	12	2	4	-2	-2.0	0.4	1	-1	0
37	C=CCn1c(SCC(=O)Nc2cc(C)ccc2OC)nnc1-c1ccco1	-3	-11	-1	11*	9	-0.7	-0.8	-13	-2	3
38	Cc1ccc(-c2nnn(CC(=O)Nc3ccc4nn(-c5ccccc5)nc4c3)n2)o1	-1	26	-3	16*	5	x	0.4	-9	1	1
39	COc1ccc(-c2cc(C(=O)Nc3cc(C)n(Cc4ccc(Cl)cc4)n3)no2)cc1OC	-3	-4	5	0	8	0.2	-1.9	32*	1	-1
40	CC1(NC(=O)CSc2nnc(-c3ccco3)n2Cc2ccccc2)CCS(=O)(=O)C1 (stereo not given)	-1	-2	-2	-3	-10	-0.1	-0.1	-6	-4	-2
41	CCOP(=O)(OCC)/C(=N/OC(=O)c1cccc([N+](=O)[O-])c1)C(N)=O	9	-9	x	-4	-7	0.3	1.4	1	2	1
42	COc1ccc2nc(NC(=O)C(NS(=O)(=O)c3cccs3)C(C)C)sc2c1 (stereo not given)	4	1	-2	-3	-2	0.5	-1.0	3	-4	x
43	COc1cc2c(-c3ccc4[nH]ccc4c3)c(-c3ccc(C#N)cc3)oc(=O)c2cc1OC	2	4	-9	1	-4	-2.6	0.9	6	-3	-1
44	CCN1CCN(c2ncnc3c2cnn3-c2ccc(Cl)cc2)CC1	-3	42	16	-3	-8	-0.4	-0.6	-8	x	22
45	CCOC(=O)C1(CCc2ccccc2)CCN(C(=O)CN2CCOC2=O)CC1	5	11	-1	-1	1	-0.4	-1.6	-5	x	2
46	CCN(CC)CCCN(C(=O)c1cccc(C)c1)c1nc(-c2ccc(OC)cc2)cs1	2	x	1	1	-12	-2.9	-7.3	-2	-1	-3
47	CC1=C(C#N)C(C)C2=C(CC(C)(C)CC2=O)N1 (stereo not given)	-2	0	-158	-2	-6	0.8	-0.9	4	0	-1
48	CCOc1cc(C(C(=O)NCC2CCCO2)N(C(=O)Cn2nnc3ccccc32)c2ccc(OC)c(OC)c2)ccc1O (stereo not given)	0	-2	-7	0	-16	-3.5	5.2	-15	-2	0
49	O=Cc1c[nH]c2ccc(S(=O)(=O)N3CCOCC3)cc12	-6	6	-1	0	9	-0.9	-3.0	-2	0	1
50	c1coc(-c2nnc(-c3cccs3)o2)c1	0	x	-12	-1	-2	-1.2	0.1	-1	-2	x
51	Nc1ncc(C(=O)O)c(-c2ccccc2)n1	-1	-16	-4	3	-2	0.3	0.4	3	16	-3

Compound profiles, as listed above:
`CC1=C(C#N)C(C)C2=C(CC(C)(C)CC2=O)N1` (stereo not given) reads cardiac RTF act = -2; MITF TRPM1 HTS = 0; Rtt109 Vps75 = -158; V-ATPase pHluor = -2; Tat export inh = -6; CAL PDZ FP-1 = 0.8; CDK5 inh = -0.9; dFosB activator = 4; CAL PDZ FP-2 = 0; Wnt act = -1
`CCN(CC)CCCN(C(=O)c1cccc(C)c1)c1nc(-c2ccc(OC)cc2)cs1` reads cardiac RTF act = 2; MITF TRPM1 HTS = x; Rtt109 Vps75 = 1; V-ATPase pHluor = 1; Tat export inh = -12; CAL PDZ FP-1 = -2.9; CDK5 inh = -7.3; dFosB activator = -2; CAL PDZ FP-2 = -1; Wnt act = -3

Bioassay records: PubChem BioAssay, several laboratories
